# SMN2 splice enh – SMN2 splice variant enhancement. HEK293 SMN2-luciferase splicing reporter, luminescence, 30-36 h. Potency, µM (doses to about 46.1 µM), for inactives: at the top dose activity change, positive = activation, hits mostly activators. 210,000 tested, 2.8% active. AID 1458; further: % of control where 0% means no effect; nearly all actives have a fitted effect of over 55% in size
#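 HEK293 cells carry an SMN2 […]–luciferase reporter in which exon 7 inclusion puts luciferase in frame. Cells were plated 10-12 h before compound addition, then incubated 30-36 h at 37C. ONE-Glo luminescence was read; sodium butyrate at 4.5 mM final served as control.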
# KDM4E inh – JMJD2E (human) inhibition | 230,000 tested, 1.6% active | JMJD2E catalytic domain, FDH-coupled NADH fluorescence (FDH is formaldehyde dehydrogenase) | Potency, µM (top dose mostly 57.1 µM), without a hit: at the top dose activity change, negative = inhibition, most hits filed as inhibitors; active means well fitted inhibition curve with a large enough effect, not every such curve was filed as active; inconclusive means small, poorly fitted or top-dose-only effect, or another doubt; inactive means no such curve, though single readings can be large or run the other way;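 further: 0% = wells with enzyme and -100% = buffer wells without enzyme; nearly all actives have a fitted effect of over 50% in size; many of its hits are not listed in these tables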
# Target sequence (B2RXH2 1-337 limits assumed): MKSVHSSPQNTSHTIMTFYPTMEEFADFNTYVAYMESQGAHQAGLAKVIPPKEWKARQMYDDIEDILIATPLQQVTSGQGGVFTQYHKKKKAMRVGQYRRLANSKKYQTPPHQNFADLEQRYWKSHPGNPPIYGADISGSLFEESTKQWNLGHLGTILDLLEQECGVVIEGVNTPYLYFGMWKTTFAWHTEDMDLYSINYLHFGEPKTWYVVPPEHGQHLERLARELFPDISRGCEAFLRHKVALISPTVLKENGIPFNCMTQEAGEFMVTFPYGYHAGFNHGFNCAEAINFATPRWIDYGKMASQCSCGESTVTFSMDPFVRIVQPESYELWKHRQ
# ALDH1A1 block – blocks purified human ALDH1A1 activity. P00352. Purified ALDH1A1, NADH fluorescence, propionaldehyde substrate. Potency, µM (doses to about 75.3 µM), inactives show top-dose activity, negative = inhibition, actives largely listed as inhibitors. 220,000 tested, 7.3% active; active means well fitted inhibition curve with a large enough effect, not every such curve was filed as active; inconclusive means small, poorly fitted or top-dose-only effect, or another doubt; inactive means no such curve, though single readings can be large or run the other way;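 further: plate controls were no enzyme wells and a reference inhibitor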
# Target sequence (P00352 whole entry, looked up): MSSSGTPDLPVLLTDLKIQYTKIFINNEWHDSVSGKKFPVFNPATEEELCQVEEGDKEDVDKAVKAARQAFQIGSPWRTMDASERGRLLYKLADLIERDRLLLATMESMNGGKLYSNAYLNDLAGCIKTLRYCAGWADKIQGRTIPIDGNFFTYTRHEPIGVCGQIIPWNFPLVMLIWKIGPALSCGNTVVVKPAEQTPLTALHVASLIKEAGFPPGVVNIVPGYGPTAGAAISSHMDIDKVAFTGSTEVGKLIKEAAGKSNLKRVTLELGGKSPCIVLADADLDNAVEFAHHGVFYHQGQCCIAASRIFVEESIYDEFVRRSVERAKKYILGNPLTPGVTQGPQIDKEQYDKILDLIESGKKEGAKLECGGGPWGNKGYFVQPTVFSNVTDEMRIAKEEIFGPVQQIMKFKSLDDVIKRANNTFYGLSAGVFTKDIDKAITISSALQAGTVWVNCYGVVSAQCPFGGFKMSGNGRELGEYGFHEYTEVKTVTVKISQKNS
# Tau fibril ThT – blocks human tau fibril formation measured by thioflavin T; Potency, µM (titrated, usually from 57.4 µM), for inactives: top-dose activity, negative = inhibition, usual class: inhibitors; P10636; 270,000 tested, 2.1% active; recombinant tau K18 P301L, heparin-induced fibrillization, ThT fluorescence; further: on the % scale 0 is the no-effect control and ±100 the full control effect; nearly all actives have a fitted effect of over 55% in size
# Target sequence (P10636 561-689 P618L limits assumed): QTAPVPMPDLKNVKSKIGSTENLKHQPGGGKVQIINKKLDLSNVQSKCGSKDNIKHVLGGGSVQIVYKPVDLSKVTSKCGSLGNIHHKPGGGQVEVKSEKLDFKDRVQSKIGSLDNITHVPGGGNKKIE
#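 K18 P301L tau (15 uM + 0.24 uM Alexa 594-tagged), heparin 20 uM, NaOAc pH 7, 6 h 37 C; ThT 30 uM, 1 h RT, ex 450/em 510 nm.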
# HTT ATP protect – protects HTT-Q103 PC12 cells, measured by ATP. PC12 HTT-Q103 induced, cytoprotection, ATP luminescence, 40 h. 230,000 tested, 0.14% active. Potency, µM (top dose mostly 56.4 µM), inactives show cytoprotection (ATP increase), hits mostly activators;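 further: % of control where 0% means no effect; nearly all actives have a fitted effect of over 45% in size; toxic huntingtin expression switched on by the ecdysone agonist tebufenozide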
#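 Huntington model: PC12 line, ecdysone-inducible HTTQ103 exon1–GFP, tebufenozide 100 nM. Test articles in a dose series. Endpoint luminescence from cellular ATP.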
# Tau fluor cs – counter-screen for tau fibril formation inhibitors; tau K18 P301L Alexa594 fluorescence, heparin fibrillization; 280,000 tested, 0.93% active; Potency, µM (top dose mostly 57.7 µM), inactives show at the top dose activity change, negative = decrease; further: on the % scale 0 is the no-effect control and ±100 the full control effect; nearly all actives have a fitted effect of over 55% in size
#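 Human tau K18 P301L (15 uM unlabeled, 0.24 uM Alexa 594-labeled) in 100 mM sodium acetate pH 7 with 20 uM heparin, 6 hr at 37 C. ThT 30 uM added, 1 hr ambient; Alexa 594 FP and total fluorescence read at 555/632 nm.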
# HttQ103 aggreg – mutant huntingtin aggregation inhibition; PC12 HttQ103-GFP aggregates, Acumen cytometry, 40 h; Potency, µM (series often up to 46.1 µM), for the others: at the highest dose activity change, negative = inhibition, usual class: inhibitors; 220,000 tested, 1.1% active; further: on the % scale 0 is the no-effect control and ±100 the full control effect; nearly all actives have a fitted effect of over 60% in size
#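 Aggregates are detected as GFP objects 1–25 µm with signal 6 STDEV over background in lysates of induced PC12 cells. These carry Huntingtin exon 1 with 103 glutamines fused to GFP under an ecdysone promoter; compounds titrated.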
# Tau FP inhib – tau fibrillization inhibition (FP); P10636; K18 P301L tau heparin fibrillization, Alexa594 FP, 6 h; Potency, µM (series often up to 57.7 µM), inactives show at the highest dose activity, negative = inhibition, usual class: inhibitors; 280,000 tested, 0.39% active; AID 1468; further: on the % scale 0 is the no-effect control and ±100 the full control effect; nearly all actives have a fitted effect of over 55% in size
#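 FP of Alexa 594-tau after heparin (20 uM) induction. Substrate: human K18 P301L, 15 uM unlabeled, 0.24 uM labeled. Buffer 100 mM sodium acetate pH 7. 6 hr, 37 C.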
# * marks the source's active call; other numbers are inactive results; u = inconclusive; x = not tested or not shown; [ ] = another dose, or the depositor's remark. Unless noted, the call rests on the fitted dose curve; in most records, active means well fitted curve in the direction sought with a large enough effect; inconclusive means small, poorly fitted or top-dose-only effect, or another doubt; inactive means no such curve, though single readings can be large; an effect the other way counts as inactive or inconclusive. Potency means the concentration at half of the fitted maximal effect. These rows are one share of the data. The share of hits here may be higher or lower than overall.
mol,SMN2 splice enh,KDM4E inh,ALDH1A1 block,Tau fibril ThT,HTT ATP protect,Tau fluor cs,HttQ103 aggreg,Tau FP inhib
CC(C)(C)c1cc(C(=O)Nc2ccc(F)cc2)n(Cc2ccc(F)cc2)n1,x,4%,x,x,-10%[10 µM],-27%,-2%[9.22 µM],u
CC(C)NS(=O)(=O)c1ccc(OCC(=O)NCc2ccc3c(c2)OCO3)c(Cl)c1,8%,2%,u,3%,14%,-7%,-7%,-10%
CCn1c(COc2ccccc2Cl)nnc1SCC(=O)Nc1ncccc1C,-9%,-5%,14%,3%,1%[10 µM],-1%,10%,-9%
COc1ccc(-n2c(Cc3cccn3C)nnc2SCC(=O)Nc2ccc(F)cc2)cc1,-10%,2%,-3%,-1%,7%,0%,-2%,0%
Cc1cc(C)n(-c2nc(NCc3cccnc3)c3c4c(sc3n2)COC(C)(C)C4)n1,-7%,u,u,-12%,-51%[0.074 µM],-2%,-12%,-8%
O=C(CCSc1ccccc1)NCc1cccnc1,-19%,13%,-4%,-3%,12%[10 µM],-3%,u,-3%
Fc1ccc(Br)cc1/C=N/n1cnnc1,26%,1%,-1%,-6%,-2%,8%,8%[9.22 µM],4%
Cc1nn(-c2ccccc2)c(Cl)c1/C=N/Nc1nncc(=O)[nH]1,x,0%,x,-14%,0%[10 µM],-8%,4%[9.22 µM],-3%
CN(c1ccc(F)cc1)S(=O)(=O)c1ccc2[nH]cc(C(=O)O)c(=O)c2c1,25%,-12%,-5%,-9%,21%,-2%,-8%,2%
CN(C)S(=O)(=O)c1cccc(NC(=S)N/N=C/C(=O)c2ccccc2)c1,-26%,5%,8.9µM*,4%,-37%[1.9 µM],-6%,3%,-4%
Cc1cccc(C(=O)NNC(=O)c2ccccc2)c1,u,4%,12%,2%,13%[10 µM],7%,1%,4%
CCOc1ccc2nc(N3CCCC(C(=O)NCCc4ccc(C)cc4)C3)sc2c1 (stereo not given),13%,x,x,u,x,-12%,x,4%
Cc1cccc(N2CCN(C(=O)C(C)C)CC2)c1C,-12%,2%,8%,-9%,22%,-8%,21%,5%
COc1cccc(/C=N/n2cnnc2)c1OCc1ccccc1,-6%,u,-14%,-16%,-11%,-12%,21%,-5%
O=S(=O)(c1ccc(Cl)cc1)N1CCN(c2ncccn2)CC1,x,-5%,8%,1%,-49%[inhibitor],-4%,-14%,-4%
Cn1ncc([N+](=O)[O-])c1C(=O)N/N=C/c1cccc([N+](=O)[O-])c1,x,-14%,-8%,-6%,-6%[10 µM],-2%,3%[9.22 µM],13%
CCn1cc(Cl)c(C(=O)N2N=C3/C(=C/c4cccs4)CCCC3C2c2cccs2)n1 (stereo not given),14%,u,u,-17%,25%[10 µM],-4%,u,6%
CC1CCCC(NC(=O)CSc2nnnn2C)C1C (stereo not given),x,1%,-15%,-4%,3%,2%,16%,-1%
Cc1cccc(NC(NC(=O)c2ccccn2)C(Cl)(Cl)Cl)c1 (stereo not given),-20%,-9%,-3%,15%,6%[10 µM],8%,1%,-1%
NNC(=O)c1sc2cc(C(F)(F)F)cnc2c1-c1ccccn1,x,41%[activator],7.1µM*,-9%,-6%[10 µM],0%,1%[9.22 µM],-1%

# Reformatted: results already given
Molecule: CN(c1ccc(F)cc1)S(=O)(=O)c1ccc2[nH]cc(C(=O)O)c(=O)c2c1
  SMN2 splice enh: 25%
  KDM4E inh: -12%
  ALDH1A1 block: -5%
  Tau fibril ThT: -9%
  HTT ATP protect: 21%
  Tau fluor cs: -2%
  HttQ103 aggreg: -8%
  Tau FP inhib: 2%
Molecule: CN(C)S(=O)(=O)c1cccc(NC(=S)N/N=C/C(=O)c2ccccc2)c1
  SMN2 splice enh: -26%
  KDM4E inh: 5%
  ALDH1A1 block: 8.9µM*
  Tau fibril ThT: 4%
  HTT ATP protect: -37%[1.9 µM]
  Tau fluor cs: -6%
  HttQ103 aggreg: 3%
  Tau FP inhib: -4%

# (next part)
mol,SMN2 splice enh,KDM4E inh,ALDH1A1 block,Tau fibril ThT,HTT ATP protect,Tau fluor cs,HttQ103 aggreg,Tau FP inhib
CCn1c(SCc2cccnc2)nc2c1c(=O)n(C)c(=O)n2C,-9%,-4%,12%,-8%,-18%,7%,-1%[9.22 µM],2%
COc1ccc2cc(C3C(C#N)=C(N)OC(C)=C3C(C)=O)c(Cl)nc2c1 (stereo not given),x,u,-13%,u,2%[10 µM],-13%,-1%[9.22 µM],-5%
COC(=O)[C@@]1(Cc2ccccc2)[C@H]2c3cc(C(=O)N(C)C)n(Cc4cc(C)n(C)n4)c3C[C@H]2CN1C(=O)c1ccccc1,-4%,12%,0%,-11%,4%,4%,x,8%
O=C(COC(=O)c1ccc[nH]c1=O)NC1CCCCCCC1,10%,-13%,15%,5%,x,4%,15%,6%
CCOC(=O)c1sc(SCC(=O)Nc2ccc(N(C)C)cc2)nc1N,-7%,-6%,22µM*,14µM*,-93%[inhibitor][10 µM],u,5%,8%
COC(=O)N/N=C\c1cc(Br)ccc1OCc1ccccc1,6%,-11%,-2%,-9%,-20%[0.074 µM],-18%,-27%,-1%
COc1ccc(/C(N)=N/OC(=O)c2cccc([N+](=O)[O-])c2C)cc1OC,-4%,8%,-10%,u,-20%,-18%,0%,-8%
COc1ccc(-n2c(=S)[nH]c3cc(C(=O)NCCCN4CCOCC4)ccc3c2=O)c(OC)c1,-4%,2%,9%,-5%,-12%,-8%,-3%,-5%
Cc1ccc2oc3c(c(=O)c2c1)C(c1cccc(O)c1)N(CCCN1CCOCC1)C3=O (stereo not given),-9%,x,x,-10%,x,-5%,x,-1%
COc1ccc(S(=O)(=O)Cc2ccc(C(=O)NCCCN(C)c3ccccc3)o2)cc1,-16%,-3%,-7%,-18%,-22%[0.074 µM],-27%,-5%,8%
CN(C)c1nc(NCc2ccccc2)nc(N/N=C/c2ccc(Cl)cc2Cl)n1,-12%,6%,12%,-11%,-31%,-13%,-4%,-1%
Cc1ccc(CN2CC34C=CC(O3)C(C(=O)NCc3ccco3)C4C2=O)cc1 (stereo not given),-18%,7%,-8%,-8%,-24%,1%,-10%,0%
COc1ccc(CCC(=O)Nc2nc3ccccc3[nH]2)cc1,-1%,5%,7%,-11%,-1%,-1%,-15%,-3%
CCOC(=O)c1ccc(-n2[nH]c(-c3ccccc3)cc2=O)cc1,-73%[inhibitor],3%,15%,u,-2%[10 µM],u,u,3%
Cc1cccnc1NC(=O)C1CCN(S(=O)(=O)c2ccc3c(c2)CCC(=O)N3)CC1,u,-1%,-7%,-9%,-4%,-2%,-8%,16%
O=C(Nn1cc(C(=O)Nc2ccccc2F)c2ccccc2c1=O)c1cnccn1,-68%[inhibitor],-3%,-19%,-13%,-31%[inhibitor],-15%,u,0%
CCOc1cc(NC(=S)NCCCN2CCOCC2)c(OCC)cc1NC(=O)c1cccs1,x,u,-12%,-9%,-5%[10 µM],-24%,-12%[9.22 µM],5%
CCCCCCn1c(C(C)NC(=O)c2ccco2)nc2ccccc21 (stereo not given),29%,-4%,5µM*,u,-14%[0.074 µM],-13%,7%,-3%
CC(C)N=C(NS(=O)(=O)NC(=O)c1ccccc1)c1ccccc1,x,-13%,5%,-11%,-23%,-11%,-4%,3%
CC(C)(C)Nc1nc(SCc2ccccc2)nc(N2CCOCC2)n1,-23%,10%,-3%,-7%,-62%[inhibitor],-8%,-32%,0%
Cc1cc(NC(=O)c2cccc(S(=O)(=O)N3CCCCCC3)c2)no1,-15%,-1%,3%,-12%,-2%[10 µM],-15%,19%,-9%
COC(=O)c1cc(S(=O)(=O)N2CCC(C)CC2)ccc1F,-3%,-1%,28µM*,-3%,-23%[0.074 µM],4%,-6%,3%
COc1cc(CCC(=O)Nc2ccc(Cl)c(C(F)(F)F)c2)cc(OC)c1OC,-24%,-1%,7%,u,6%[10 µM],u,7%,-12%
O=C(Cn1nnc(-c2ccc(NC(=O)c3ccccc3F)cc2)n1)NCc1ccc(F)cc1,x,165%,x,-4%,-11%[10 µM],8%,-22%[9.22 µM],-17%
COc1ccc(CCNC2=NCCS2)cc1OC,x,0%,x,-3%,-3%[10 µM],3%,-15%[9.22 µM],3%
Cc1ccc(Oc2coc3cc(OC(=O)c4cccs4)ccc3c2=O)cc1,14%,u,-12%,-16%,-26%,-10%,-6%,6%
COc1ccc(CNC(=S)NC(C)CCc2ccccc2)cc1 (stereo not given),6%,-2%,6.3µM*,-2%,12%[10 µM],-28%,0%[9.22 µM],-9%
CCc1cc(CNC(=O)CCc2nnc(CCCc3ccccc3)o2)on1,16µM*,-3%,-6%,-6%,-16%[10 µM],-1%,-8%[9.22 µM],1%
CCn1c(=O)n(CC)c2cc(S(=O)(=O)N3CCOCC3)ccc21,x,6%,-8%,-2%,21%,2%,-23%,9%
CC(=O)Nc1ccc(/C=N/NS(=O)(=O)c2cc(C)ccc2C)cc1,x,u,x,-1%,-13%[10 µM],0%,-1%[9.22 µM],5%
Cc1cc(C)nc(N=Nc2c(O)n(Cc3ccc(Cl)cc3)c3ccccc23)n1,3%,-13%,-2%,u,23%[10 µM],11%,-10%,u
CC1=NN(c2nc(C)cc(C)n2)C(=O)C1CCC(C)C (stereo not given),-3%,7%,-6%,-5%,0%,-2%,5%,6%
COc1cc(/C=N\NC(=O)c2ccc(Cn3nc([N+](=O)[O-])c(Cl)c3C)o2)ccc1O,u,0%,-10%,u,-12%,u,19%,4%
CCN(CC)C(=O)CSC1c2ccccc2C(=O)N1c1ccccc1 (stereo not given),9%,-8%,u,u,-21%,-12%,-10%,-6%
COC(=O)C(Cc1ccc(O)cc1)NC(=O)C12CC3CC(CC(C3)C1)C2 (stereo not given),-4%,-2%,-3%,5%,-3%,5%,-17%,0%
S=c1[nH]nc(COc2ccccc2)n1/N=C/c1ccncc1,13%,-23%,-10%,3%,-18%,8%,-13%,-1%
COc1ccc(/C=N/NC(=O)c2cc(-c3ccc4c(c3)OCO4)n[nH]2)cc1OC,11%,-3%,u,u,-3%[10 µM],-16%,-11%,u
CC(=O)C1=C(O)C(=O)N(Cc2cccnc2)C1c1ccc(Cl)cc1Cl (stereo not given),2%,2%,u,-4%,3%[10 µM],3%,-6%,-2%
